PRC2 inh: EZH2/PRC2 methyltransferase inhibitors, primary screen, biochemical, DELFIA time-resolved fluorescence, single point; Histone-lysine N-methyltransferase EZH2 (Homo sapiens), Q15910; PRC2 H3K27 methylation, DELFIA TRF, 1 h; inhibition, % at 12.5 µM; actives 0.35% (n = 57,000);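 active = mean inhibition of replicates at least 50% and every single replicate also reaching 50%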;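 also: dimethyl H3K27 on biotinylated H3 21-44 peptide detected by antibody; plate controls were median neutral control wells for no effect and median positive control wells for full effect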
Target sequence (Q15910 whole entry, looked up): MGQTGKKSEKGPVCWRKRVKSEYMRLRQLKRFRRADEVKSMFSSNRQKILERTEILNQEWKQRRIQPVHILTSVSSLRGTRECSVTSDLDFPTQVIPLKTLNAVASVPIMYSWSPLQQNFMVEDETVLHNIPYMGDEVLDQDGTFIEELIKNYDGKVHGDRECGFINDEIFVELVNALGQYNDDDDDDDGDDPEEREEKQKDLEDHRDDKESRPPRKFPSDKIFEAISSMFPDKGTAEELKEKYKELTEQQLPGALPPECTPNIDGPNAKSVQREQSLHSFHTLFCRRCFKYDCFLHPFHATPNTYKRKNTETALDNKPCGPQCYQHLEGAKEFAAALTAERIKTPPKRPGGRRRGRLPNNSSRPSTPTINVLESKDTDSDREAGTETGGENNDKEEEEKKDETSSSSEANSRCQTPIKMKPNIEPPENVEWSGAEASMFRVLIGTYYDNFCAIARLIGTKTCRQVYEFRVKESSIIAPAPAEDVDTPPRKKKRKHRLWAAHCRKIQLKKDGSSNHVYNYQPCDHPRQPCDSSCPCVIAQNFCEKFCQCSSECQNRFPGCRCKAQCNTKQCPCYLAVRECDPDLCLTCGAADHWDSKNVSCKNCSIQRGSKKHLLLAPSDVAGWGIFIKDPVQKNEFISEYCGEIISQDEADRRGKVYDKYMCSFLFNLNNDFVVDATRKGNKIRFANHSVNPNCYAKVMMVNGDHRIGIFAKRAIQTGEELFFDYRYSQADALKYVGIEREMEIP
IDH1 mut inh: inhibitors of IDH1 R132H reductase, primary screen, biochemical, plate reader, single point; Isocitrate dehydrogenase [NADP] cytoplasmic (Homo sapiens), O75874; diaphorase/resazurin fluorescence, 60 min; inhibition, % at 10 µM; actives 0.18% (n = 70,000); AID 624101, 2012; in the data active = inhibition above about 34%;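 also: 0% = DMSO and 100% = no enzyme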
Numbers without * were called inactive; . = no result given. Not all compounds are listed. The share of hits here may be higher or lower than overall.

Values run as follows: PRC2 inh	IDH1 mut inh
- COc1ccc(C(=O)CSc2nnc(-c3ccccc3Cl)n2C)cc1OC
    -8	-0.5
- COc1ccc(CN(C)C[C@H]2OCCCC[C@@H](C)Oc3ccc(NC(=O)NC(C)C)cc3C(=O)N([C@H](C)CO)C[C@H]2C)cc1
    14	1.5
- CO[C@@H]1CN(C)C(=O)c2ccc(NC(C)=O)cc2OC[C@H](C)N(C(=O)CN(C)C)C[C@@H]1C
    -17	.
- COc1ccc(NC(=O)CCn2nc(-c3ccccc3)c3ccccc3c2=O)cc1C(N)=O
    .	-0.6
- COc1ccc(C#Cc2ccc3c(c2)O[C@@H](CN(C)C(C)=O)[C@@H](C)CN([C@@H](C)CO)S3(=O)=O)cc1
    .	-0.8
- C[C@H](CO)N1C[C@H](C)[C@H](CN(C)Cc2ccc(Cl)c(Cl)c2)Oc2ccc(NC(=O)Nc3cccc4ccccc34)cc2CC1=O
    .	-2.8
- Cc1ccc(S(=O)(=O)Nc2ccc3c(c2)CC(=O)N([C@H](C)CO)C[C@H](C)[C@H](CN(C)C(=O)Nc2ccc(F)cc2)O3)cc1
    3	1.3
- C[C@H]1CN([C@@H](C)CO)C(=O)c2cccc(NC(=O)Nc3ccccc3)c2O[C@H]1CN(C)Cc1ccc(C(F)(F)F)cc1
    -15	.
- COC(=O)c1c2oc(c1C(=O)OC)C(=O)N[C@H](Cc1ccccc1)Cn1cc(nn1)[C@@H](Cc1ccccc1)NC(=O)N[C@@H](CO)CC2
    -15	.
- CCC(=O)Nc1ccc2c(c1)C(=O)N(C)C[C@@H](OC)[C@@H](C)CN(C(=O)c1cnccn1)[C@H](C)CO2
    9	0.3
- C[C@@H]1CN([C@@H](C)CO)S(=O)(=O)c2ccc(-c3cccnc3)cc2O[C@H]1CN(C)CC1CC1
    -16	.
- Cc1ccc(S(=O)(=O)Nc2ccc3c(c2)C(=O)N([C@@H](C)CO)C[C@H](C)[C@@H](CN(C)C(=O)Nc2cccc4ccccc24)OCCCC[C@H](C)O3)cc1
    .	0.2
- CCCNC(=O)N1C[C@H](C)[C@H](OC)CN(C)C(=O)c2cc(NC(=O)CC)ccc2OC[C@H]1C
    7	-0.1
- O=C(CCCCCC(=O)Nc1ccccc1O)N/N=C/c1ccc(OCCO)cc1
    -5	.
- C[C@@H]1CN([C@@H](C)CO)C(=O)c2cc(NC(=O)CCCN(C)C)ccc2O[C@@H](C)CCCCO[C@@H]1CN(C)CC1CCCCC1
    3	.
- C[C@@H]1CN([C@H](C)CO)C(=O)c2cc(NC(=O)CCCN(C)C)ccc2O[C@@H](C)CCCCO[C@@H]1CN(C)CC1CCCCC1
    4	.
- C[C@H]1CN([C@@H](C)CO)C(=O)c2cc(NS(=O)(=O)c3cccs3)ccc2O[C@@H]1CN(C)Cc1ccc(C(F)(F)F)cc1
    2	0.2
- C[C@H](O)C#Cc1ccc2c(c1)O[C@@H](CN(C)Cc1ccc(-c3ccccc3)cc1)[C@@H](C)CN([C@H](C)CO)S2(=O)=O
    15	.
- C[C@@H]1CCCCO[C@H](CN(C)C(=O)Nc2cccc3ccccc23)[C@H](C)CN([C@H](C)CO)C(=O)c2cc(NS(=O)(=O)c3ccc(Cl)cc3)ccc2O1
    .	-1.2
- CO[C@@H]1CN(C)C(=O)c2cc(NC(=O)NC(C)C)ccc2OC[C@@H](C)N(S(C)(=O)=O)C[C@H]1C
    -3	-0.4

Next section
Values run as follows: PRC2 inh	IDH1 mut inh
- C[C@@H]1CCCCO[C@H](CN(C)Cc2ccc3c(c2)OCO3)[C@H](C)CN([C@@H](C)CO)C(=O)c2cc(NC(=O)Nc3ccccc3)ccc2O1
    .	1.9
- C[C@@H]1CCCCO[C@H](CN(C)C(=O)CCC(F)(F)F)[C@H](C)CN([C@H](C)CO)C(=O)c2cc(NS(=O)(=O)c3cn(C)cn3)ccc2O1
    .	-0.1
- C[C@H](CO)N1C[C@H](C)[C@@H](CN(C)C(=O)NC2CCCCC2)Oc2ccc(NS(=O)(=O)c3ccc(F)cc3)cc2CC1=O
    0	0.0
- C[C@H](CO)N1C[C@H](C)[C@H](CN(C)S(=O)(=O)c2ccc(F)cc2)Oc2cc(-c3cccc(F)c3)ccc2S1(=O)=O
    9	-1.3
- CC(C)NC(=O)Nc1ccc2c(c1)C(=O)N([C@@H](C)CO)C[C@@H](C)[C@@H](CN(C)Cc1ccc(Oc3ccccc3)cc1)O2
    .	-0.4
- O=C(CC1CC1)Nc1ccc2c(c1)[C@H]1C[C@H](CC(=O)N3CCCCC3)O[C@H](CO)[C@H]1O2
    5	-1.3
- COc1ccc(NC(=O)Nc2ccc3c(c2)C(=O)N([C@H](C)CO)C[C@@H](C)[C@@H](CN(C)C(=O)NC2CCCCC2)OCCCC[C@@H](C)O3)cc1
    .	2.8
- CSc1nc(N)nc(SCC(=O)Nc2cccc(F)c2)c1C#N
    .	-1.2
- COc1ccc([N+](=O)[O-])cc1NC(=O)COc1ccc(C(C)(C)C)cc1
    7	0.2
- COc1ccccc1NC(=O)N[C@H]1CC[C@H](CCn2cc(-c3ccccc3OC)nn2)O[C@H]1CO
    -11	-0.4
- C[C@H]1CN([C@@H](C)CO)S(=O)(=O)c2ccc(Br)cc2O[C@H]1CN(C)C
    16	-0.9
- O=C(Cc1ccccn1)N[C@@H]1CC[C@H](CCNC(=O)c2cc(Cl)cc(Cl)c2)O[C@H]1CO
    -6	-0.3
- CN1CCN(C(=O)C[C@@H]2C[C@@H]3c4cc(NC(=O)c5ccc6c(c5)OCO6)ccc4O[C@@H]3[C@@H](CO)O2)CC1
    -3	-5.3
- O=C(CC(C(=O)O)N1CCCCC1)Nc1cccc(Cl)c1 (stereo not given)
    .	-0.2
- O=C(NCC[C@H]1CC[C@H](NC(=O)c2cnccn2)[C@@H](CO)O1)Nc1ccc(Cl)cc1
    -1	0.0
- O=C(c1cccc(S(=O)(=O)N2CCOCC2)c1)N(Cc1ccccc1)c1ccccn1
    -3	-0.4
- COc1cccc(NC(=O)N(C)C[C@@H]2OCc3cnnn3CCCC(=O)N([C@H](C)CO)C[C@@H]2C)c1
    0	-8.2
- Cc1ccc(S(=O)(=O)Nc2ccc3c(c2)C(=O)N([C@@H](C)CO)C[C@H](C)[C@H](CN(C)Cc2ccccc2)O3)cc1
    5	-4.1
- C[C@@H](O)[C@@H](O)[C@@H](O)C/C=N/NC(=O)c1ccccn1
    -1	.
- CCCC(=O)Nc1ccc2c(c1)OC[C@@H](C)N(C(=O)C1CCCC1)C[C@H](C)[C@@H](OC)CN(C)C2=O
    -9	0.1

(more compounds)
Values run as follows: PRC2 inh	IDH1 mut inh
- Cc1ccc(NC(=O)CC2Sc3ccc(C(F)(F)F)cc3NC2=O)c([N+](=O)[O-])c1 (stereo not given)
    27	0.4
- C=CCNC(=O)[C@H]1[C@@H]2C(=O)O[C@@H](c3ccccc3)[C@@H](c3ccccc3)N2[C@@H](c2ccccc2OCCO)[C@]12C(=O)N(C(=O)OCCOC)c1ccccc12
    -13	.
- C[C@@H]1CN([C@@H](C)CO)C(=O)Cc2cc(NC(=O)CCN3CCOCC3)ccc2O[C@@H]1CN(C)C(=O)Nc1ccccc1
    -6	2.8
- CO[C@H](CN(C)S(=O)(=O)c1ccc(C)cc1)[C@H](C)CN(C(=O)Nc1ccccc1F)[C@H](C)CO
    14	0.2
- COc1ccc(-c2cnc3c(c2)C(=O)N([C@@H](C)CO)C[C@@H](C)[C@H](CN(C)S(=O)(=O)c2ccc(OC)cc2)O3)cc1
    -25	.
- COc1ccc(NC(=O)N(C)C[C@@H]2Oc3c(NC(=O)C4CCCCC4)cccc3C(=O)N([C@H](C)CO)C[C@H]2C)cc1
    7	2.5
- C[C@@H]1CN([C@@H](C)CO)C(=O)CCCn2cc(nn2)CO[C@@H]1CN(C)Cc1ccc2c(c1)OCCN2C
    -6	2.6
- CO[C@H]1CN(C)C(=O)c2cc(NC(=O)Cc3ccccc3)ccc2OC[C@@H](C)NC[C@H]1C
    6	0.1
- C[C@H](CO)N1C[C@H](C)[C@@H](CN(C)S(=O)(=O)c2ccccc2F)Oc2cc(-c3ccccc3)ccc2S1(=O)=O
    -5	-1.0
- C[C@@H]1CN([C@H](C)CO)C(=O)c2cc(NC(=O)CCCN(C)C)ccc2O[C@@H](C)CCCCO[C@H]1CN(C)Cc1ccncc1
    -4	.
- C[C@H]1CN([C@@H](C)CO)S(=O)(=O)c2ccc(C#Cc3ccccn3)cc2O[C@H]1CN(C)Cc1ccccc1
    .	0.1
- O=C(O)COc1ccc(Cl)cc1C1C2=C(CCCC2=O)NC2=C1C(=O)CCC2
    -6	-0.1
- COc1ccccc1C(=O)Nc1ccc2c(c1)OC[C@H](C)N(CC1CC1)C[C@@H](C)[C@H](OC)CN(C)C2=O
    -5	-0.2
- O=C(NCC1CCCO1)c1ccc(Cl)c(S(=O)(=O)Nc2ccccc2)c1 (stereo not given)
    13	-1.2
- COc1ccc(-c2cnc3c(c2)C(=O)N([C@H](C)CO)C[C@H](C)[C@H](CN(C)S(=O)(=O)c2cccs2)O3)cc1
    .	0.1
- COCC#Cc1ccc2c(c1)O[C@@H](CN(C)C(=O)CN(C)C)[C@@H](C)CN([C@H](C)CO)S2(=O)=O
    -14	-1.1
- COc1ccc(S(=O)(=O)N[C@H]2C=C[C@@H](CC(=O)O)O[C@H]2CO)cc1
    3	0.2
- CC(C)NC(=O)Nc1ccc2c(c1)C(=O)N([C@H](C)CO)C[C@H](C)[C@H](CN(C)Cc1ccncc1)OCCCC[C@@H](C)O2
    -5	2.1
- CC(C)NC(=O)Nc1cccc2c1O[C@H](CN(C)C(=O)Nc1cccc3ccccc13)[C@@H](C)CN([C@@H](C)CO)C2=O
    0	-0.9
- O=C(CN1CCOCC1)NCC[C@H]1CC[C@H](NC(=O)Nc2ccc(F)cc2)[C@@H](CO)O1
    3	0.3

Brought forward from above: seven compounds; new compounds follow.
Values run as follows: PRC2 inh	IDH1 mut inh
- O=C(NCC1CCCO1)c1ccc(Cl)c(S(=O)(=O)Nc2ccccc2)c1 (stereo not given)
    13	-1.2
- COc1ccc(-c2cnc3c(c2)C(=O)N([C@H](C)CO)C[C@H](C)[C@H](CN(C)S(=O)(=O)c2cccs2)O3)cc1
    .	0.1
- COCC#Cc1ccc2c(c1)O[C@@H](CN(C)C(=O)CN(C)C)[C@@H](C)CN([C@H](C)CO)S2(=O)=O
    -14	-1.1
- COc1ccc(S(=O)(=O)N[C@H]2C=C[C@@H](CC(=O)O)O[C@H]2CO)cc1
    3	0.2
- CC(C)NC(=O)Nc1ccc2c(c1)C(=O)N([C@H](C)CO)C[C@H](C)[C@H](CN(C)Cc1ccncc1)OCCCC[C@@H](C)O2
    -5	2.1
- CC(C)NC(=O)Nc1cccc2c1O[C@H](CN(C)C(=O)Nc1cccc3ccccc13)[C@@H](C)CN([C@@H](C)CO)C2=O
    0	-0.9
- O=C(CN1CCOCC1)NCC[C@H]1CC[C@H](NC(=O)Nc2ccc(F)cc2)[C@@H](CO)O1
    3	0.3
- C[C@@H]1CCCCO[C@@H](CN(C)C(=O)Nc2ccc(F)cc2)[C@H](C)CN([C@@H](C)CO)C(=O)c2cc(NS(=O)(=O)c3ccccc3)ccc2O1
    .	-0.6
- C[C@@H]1CN([C@H](C)CO)C(=O)c2cc(C#CCc3ccccc3)cnc2O[C@@H]1CN(C)Cc1cccc(C(=O)O)c1
    32	2.2
- C[C@H](CO)N1C[C@H](C)[C@@H](CN(C)C(=O)Nc2cccc3ccccc23)Oc2c(NC(=O)c3ccncc3)cccc2C1=O
    -1	1.3
- CCCC#Cc1cnc2c(c1)C(=O)N([C@@H](C)CO)C[C@H](C)[C@@H](CN(C)C(=O)c1ccc(F)cc1)O2
    .	0.1
- Cc1ccc(S(=O)(=O)N(C)C[C@H]2Oc3c(NC(=O)C4CC4)cccc3C(=O)N([C@H](C)CO)C[C@H]2C)cc1
    4	2.2
- CNC[C@@H]1Oc2c(NS(=O)(=O)c3ccc(C)cc3)cccc2C(=O)N([C@H](C)CO)C[C@@H]1C
    0	0.1
- CO[C@H]1CN(C)C(=O)c2ccc(NS(=O)(=O)c3c(C)noc3C)cc2OC[C@@H](C)NC[C@@H]1C
    -5	0.5
- CC1(C)CC(=O)C2=C(C1)c1c(ccc3ncccc13)NC2C1CC=CCC1 (stereo not given)
    -6	-1.5
- COc1ccccc1-c1cn(CC[C@@H]2CC[C@H](NC(=O)c3cnccn3)[C@@H](CO)O2)nn1
    1	-0.5
- COC(=O)CC(O)(CCCC(C)(C)O)C(=O)O[C@@H]1C(OC)=C[C@]23CCCN2CCc2cc4c(cc2[C@@H]13)OCO4 (stereo not given in full)
    .	-0.1
- C[C@H]1CN([C@@H](C)CO)C(=O)Cc2cc(NS(=O)(=O)c3ccccc3)ccc2O[C@@H]1CN(C)Cc1ccccc1
    9	0.2
- COc1ccc(C(=O)CSc2nc3cc(C)c(C)cc3[nH]2)cc1OC
    -5	-1.4
- C[C@@H]1CCCCO[C@H](CN(C)C(=O)C2CCCCC2)[C@@H](C)CN([C@H](C)CO)C(=O)c2cc(NS(=O)(=O)c3ccc(F)cc3)ccc2O1
    .	0.4
- CCNC(=O)C[C@@H]1CC[C@@H](NS(=O)(=O)c2ccc(F)cc2)[C@@H](CO)O1
    11	0.1
- C[C@@H]1CCCCO[C@H](CN(C)S(=O)(=O)c2ccccc2)[C@H](C)CN([C@@H](C)CO)C(=O)c2cc(NC(=O)Nc3ccccc3)ccc2O1
    .	0.0
